Source: PubChem
BioA inh – inhibitors of Mycobacterium tuberculosis BioA enzyme. purified M. tuberculosis BioA enzyme, plate reader. inhibition, % at 9.99 µM. 0.096% of 360,000 active. AID 602481; in the data active = inhibition above about 40%
FadD28 FP inh – inhibitors of Mycobacterium tuberculosis FadD28 bisubstrate binding; FadD28 bisubstrate probe binding, fluorescence polarization; inhibition, % at 12.5 µM; 0.22% of 360,000 active; in the data active = inhibition above about 8.5%, passing the limit was not always enough
BH1578 lux ind – inducers of Vibrio cholerae quorum light production without autoinducers; activation, % at 18.7 µM; AID 588436; V. cholerae BH1578 lux reporter, luminescence, 6 h; 0.16% of 350,000 active; in the data active = activation mostly above about 9.7%, no sharp cut-off; note: not every result past the cut was called active; inactives centre near 0; reference of the scale not given here
PfHsp40 yeast – restores yeast growth despite PfHsp40 toxicity; AID 504582; S. cerevisiae expressing PfHsp40, growth rescue, ATP luminescence; 0.68% of 340,000 active; growth rescue, % at 12.5 µM; in the data active = growth rescue above about 28%, passing the limit was not always enough;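 note: yeast W303a lacking pdr1 and pdr3 grown in galactose medium; growth measured after three days at 30 °C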
Y pestis TopoI – Y. pestis Topo-I inhibition via cleavage products. Y. pestis Topo-I cleavage product accumulation, plate reader. activity, % at 10 µM. 0.064% of 360,000 active. AID 504884; in the data active = activity above about 50%, passing the limit was not always enough; note: inactives centre near 2
UGM FP inh – inhibitors of M. tuberculosis UDP-galactopyranose mutase; AID 504406; inhibition, % at 10 µM; purified UGM, fluorescence polarization probe displacement; 0.06% of 320,000 active; in the data active = inhibition above about 10%, passing the limit was not always enough
Target sequence (P9WIQ1 whole entry, looked up): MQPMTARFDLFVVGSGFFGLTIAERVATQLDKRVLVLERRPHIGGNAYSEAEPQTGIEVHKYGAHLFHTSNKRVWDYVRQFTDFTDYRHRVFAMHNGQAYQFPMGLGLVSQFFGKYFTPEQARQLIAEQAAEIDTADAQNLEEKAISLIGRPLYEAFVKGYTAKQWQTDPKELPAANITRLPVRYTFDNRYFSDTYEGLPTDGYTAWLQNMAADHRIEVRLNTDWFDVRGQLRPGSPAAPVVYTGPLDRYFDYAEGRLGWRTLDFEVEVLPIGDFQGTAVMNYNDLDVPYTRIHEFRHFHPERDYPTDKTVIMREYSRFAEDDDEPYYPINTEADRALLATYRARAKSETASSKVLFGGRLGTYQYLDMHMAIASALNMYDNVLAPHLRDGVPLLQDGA
TcdB GH inh – TcdB glycohydrolase inhibition; 0.24% of 350,000 active; inhibition, % at 9.99 µM; TcdB glycohydrolase enzymatic assay, plate reader; in the data active = inhibition above about 10%
GDH-TPI inh – GDH-TPI coupled enzyme inhibition counter-screen | GDH-TPI coupled enzyme counterscreen, NADH absorbance | inhibition, % at 4.8 µM | 1.2% of 360,000 active | AID 588335; in the data active = inhibition above about 30%;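 note: 0% = DMSO wells and 100% = wells lacking the enzyme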
FBA Mtb inh – inhibitors of M. tuberculosis fructose-bisphosphate aldolase; P9WQA3; purified M. tuberculosis FBA, fluorescence read-out; inhibition, % at 1 µM; 2.3% of 360,000 active; AID 588726; in the data active = inhibition above about 27%;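 note: 0% = vehicle and 100% = reference inhibitor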
Target sequence (P9WQA3 whole entry, looked up): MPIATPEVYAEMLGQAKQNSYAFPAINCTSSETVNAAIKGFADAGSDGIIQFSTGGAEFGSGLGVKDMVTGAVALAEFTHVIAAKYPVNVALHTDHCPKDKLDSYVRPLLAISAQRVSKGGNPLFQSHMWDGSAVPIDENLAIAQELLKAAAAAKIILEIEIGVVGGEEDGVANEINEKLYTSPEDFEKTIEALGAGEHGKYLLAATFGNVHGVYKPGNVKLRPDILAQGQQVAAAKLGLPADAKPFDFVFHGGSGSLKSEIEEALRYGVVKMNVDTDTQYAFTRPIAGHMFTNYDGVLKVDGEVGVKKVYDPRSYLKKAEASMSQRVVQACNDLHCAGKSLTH
Active calls of the source: *; i = inactive; x = not tested or not shown; & = joins results of further samples.

SMILES	BioA inh	FadD28 FP inh	BH1578 lux ind	PfHsp40 yeast	Y pestis TopoI	UGM FP inh	TcdB GH inh	GDH-TPI inh	FBA Mtb inh
COc1cccc(C(=O)Nc2ccc(NC(=O)C3CC=CCC3C(=O)O)cc2)c1 (configuration not stated)	-1.6	-3.0	-0.4	-1.5	-1	6.0	-2.3	-3	-2
O=C(O)Cn1cc(C(=S)N2CCCCC2)c2ccccc21	x	-0.8	-0.3	-0.5	-2	-0.6	-1.8	11	-2
O=C(c1ccc(C(F)(F)F)cc1)N1CCC(=O)N(C(COCc2ccc(Cl)cc2)Cc2ccccc2)CC1 (configuration not stated)	-0.3	-3.4	-0.5	3.4	-3	2.9	1.6	0	3
CCN(CC)S(=O)(=O)c1ccc(/C=C/C(=O)O)cc1	-5.0	0.5	-0.2	-0.3	-4	-0.2	0.1	3	0
CCCNC(=O)COc1coc(CN2CCN(c3ccc(F)cc3)CC2)cc1=O	-0.5	-2.8	0.2	-0.3	-11	-1.7	6.5	-8	-1
Cc1cccc(N2CCN(C(=O)C3CCN(c4ncnc5c4nc4n5CCCCC4)CC3)CC2)c1C	-0.6	-2.0	-0.1	-0.1	30	3.3	1.7	2	0
O=C(CC1c2ccccc2Oc2ccccc21)N1CCN(c2ccccn2)CC1	-0.8	-2.2	i	1.2	11	-0.7	1.0	12	10
Cc1ccc(S(=O)(=O)N2CCC(C(=O)OCC(=O)N3CC(=O)Nc4ccccc43)CC2)cc1	-2.1	0.3	i	1.6	2	-0.4	x	5	-1
COc1ccc(C(=O)N2CCN(c3ccccc3)CC2)cc1S(=O)(=O)NC1CC1	-1.1	-4.1	5.6	0.2	-1	x	-1.4	-3	-1
Cc1ccccc1OCC(=O)NNC(=S)NC(=O)c1ccco1	-9.6	-1.2	-0.9	0.7	8	1.2	x	6	-1
C#CCOCCOCCOCCNc1nc(N2CCN(C(=O)CCCCCCCCCCNC(=O)[C@H](CCCCN)n3cc(CCO)nn3)CC2)nc(N2CCN(C(=O)CCCCCCCCCCNC(=O)[C@@H]([C@H](C)O)n3cc(C)nn3)CC2)n1	-1.5	-2.9	i	-3.0	3	0.5	x	0	5
COc1c(C)cc(Br)cc1C(=O)Nc1cccc(NC(=O)c2ccco2)c1	1.4	-4.2	i	-0.1	0	-0.4	1.4	10	-3
CC(=O)N1CCN(c2ccc(NCc3ccc(-c4cccc(Cl)c4)o3)cc2)CC1	0.5	0.0	-0.4	2.6	47	-0.2	x	28	0
CCCCNC(=O)CN(c1cccc(Br)c1)S(C)(=O)=O	-1.5	-2.4	32*	-2.3	-4	-3.4	x	9	3
NC(=O)C(=O)NCCCN1CCOCC1	x	-2.3	-0.3	0.5	1	4.1	-1.2	2	1
O=C(Nc1ccc2oc(-c3ccc4ccccc4c3)nc2c1)c1ccc2c(c1)OCCO2	-2.2	-2.3	x	-1.4	1	1.2	x	30	4
Nc1ccccc1C(=O)N1O[C@@H]2C=C[C@H]1CC2	-0.9	-0.5	-6.9	4.8	3	x	1.2	4	-2
O=C1Nc2ccccc2Sc2ccccc21	x	-2.3	-0.3	1.1	6	2.4	1.7	-6	4
CC1CCCCN1CCNC(=O)c1ccc2c(=O)n(CCc3ccccc3)c(=O)[nH]c2c1 (configuration not stated)	x	-10	7.1	-1.2	5	-0.2	x	-5	4
COc1cccc(/C=C/C(=O)OCC(=O)c2ccccc2)c1OC	0.1	0.0	0.5	-0.4	10	5.6	0.2	-3	1
COc1ccccc1CN1CC(C(=O)NCc2nccn2C)CCC1=O (configuration not stated)	-2.9	-0.5	-0.4	-1.6	4	-1.1	0.0	-7	1
COc1ccc(O)c(/C=N/NC(=O)c2c(C)nnn2-c2nonc2N)c1	x	-2.3	0.2	-1.4	12	-3.3	0.5	0	0
Cc1cccc(-c2cc(N3CCCN(C)CC3)n3nccc3n2)c1	2.5	0.4	0.8	x	-6	x	1.3	2	25
COc1ccccc1CN1CC(C(=O)NCc2cc(C)on2)CCC1=O (configuration not stated)	1.1	0.8	-0.3	-1.6	16	-0.3	-0.2	7	0
CNC(=S)Nc1ccc(C23CC4CC(CC(C4)C2)C3)cc1	-0.6	2.6	i	179*	16	2.2	x	-9	1

Profiles as entered above:
Results for CC(=O)N1CCN(c2ccc(NCc3ccc(-c4cccc(Cl)c4)o3)cc2)CC1 → BioA inh: 0.5; FadD28 FP inh: 0.0; BH1578 lux ind: -0.4; PfHsp40 yeast: 2.6; Y pestis TopoI: 47; UGM FP inh: -0.2; TcdB GH inh: x; GDH-TPI inh: 28; FBA Mtb inh: 0
Results for O=C(CC1c2ccccc2Oc2ccccc21)N1CCN(c2ccccn2)CC1 → BioA inh: -0.8; FadD28 FP inh: -2.2; BH1578 lux ind: i; PfHsp40 yeast: 1.2; Y pestis TopoI: 11; UGM FP inh: -0.7; TcdB GH inh: 1.0; GDH-TPI inh: 12; FBA Mtb inh: 10

(next part)
SMILES	BioA inh	FadD28 FP inh	BH1578 lux ind	PfHsp40 yeast	Y pestis TopoI	UGM FP inh	TcdB GH inh	GDH-TPI inh	FBA Mtb inh
CCOc1ccc(CCNC(=O)c2cn(C)c3ccc(S(=O)(=O)N4CCOCC4)cc3c2=O)cc1OCC	-1.4	0.8	i	-0.4	8	-0.6	5.3	5	3
O=C(CNC(=O)c1ccc(Br)o1)NCc1ccc2c(c1)OCO2	-0.6	-0.2	i	0.2	-13	-0.6	x	2	0
CC(C)[C@@H](CO)N(C)S(=O)(=O)c1ccccc1Br	-0.8	-4.2	0.6	-0.9	-6	x	-0.1	-1	2
O=P(C(c1c[nH]c2ccccc12)N1CCOCC1)(N1CCOCC1)N1CCOCC1 (configuration not stated)	-0.3	-3.6	-6.3	0.5	-8	-0.1	x	-5	1
CCn1c(SCC(=O)O)nnc1-c1cc2c(C)nn(-c3ccccc3)c2s1	0.9	-6.5	-1.0	0.3	4	1.8	-1.0	14	3
C[C@H]1CN([C@@H](C)CO)C(=O)c2cc(C#Cc3cccnc3)cnc2O[C@H]1CN(C)Cc1ccc(F)cc1	1.0&4.8	-0.8	-0.3	x	19	x	0.1&-1.5	1	0
COc1cc(/C=N/NC(=O)c2ccncc2)ccc1OC(=O)c1cccc(F)c1	-0.5	-0.8	i	-1.8	17	2.5	-0.8	14	1
O=C(Cc1ccc(-n2c(=O)[nH]c3ccccc3c2=O)cc1)N1CCN(c2ccccc2)CC1	-1.6	-3.4	i	-1.7	16	-1.6	x	-5	3
CCCCN1C(=O)C(CC(=O)NCC2CCCCC2)CC(C(=O)N(C)C)=C1C (configuration not stated)	-3.9	-1.3	1.0	x	-6	x	-7.8	2	-1
O=C(CCC(=O)N1CCN(C2CCCCC2)CC1)Nc1nnc(C(F)(F)F)s1	-1.0	1.1	1.7	-0.6	7	-3.6	x	10	2
CCOC1OC(=O)C(Cl)=C1Nc1ccc(C)cc1C (configuration not stated)	x	-2.9	-0.5	0.7	-2	3.1	0.3	-1	2
COc1cccc(C(NC(C)=O)c2nc(/C=C/c3ccccc3)cs2)c1 (configuration not stated)	-0.1	-0.7	i	x	39	x	0.7	4	-1
CCCCNc1ccc2c3c(cccc13)C(=O)N(CCCC)C2=O	x	-1.5	-0.4	0.1	-1	x	0.3	-3	-6
O=C(CNC(=O)c1ccncc1)N/N=C/c1ccc(Br)cc1	x	-1.4	i	0.5	0	-0.3	0.8	-2	2
CCn1c2ccccc2c2cc(NC(=O)CSc3nnc(-c4cccc(C)c4)o3)ccc21	x	-0.4	i	1.3	4	-1.6	x	7	2
CCn1nc(C(=O)Nc2cccc(C(F)(F)F)c2)c(Cl)c1Cl	-1.6	0.5	-0.4	-0.7	-9	0.0	x	10	-2
CCc1nc2c(OCCOc3ccc(F)cc3)cccn2c1N(C)C(=O)c1ccccc1F	-0.2	-2.7	i	x	30	x	0.6	6	-3
Cc1cc(-c2ccco2)n(CC(=O)NCCCc2ccccc2)n1	0.9	-4.4	-0.2	1.4	1	-1.0	0.8	13	-4
CCOC(=O)NC(=O)c1cn(CCNCCO)c(=O)[nH]c1=O	-0.3	-1.5	-0.2	15	-1	-0.4	-1.3	-4	-2
COc1ccc(O)c(/C=N\NC(=O)CCn2nnc3ccccc32)c1	-0.5	-2.5	-2.8	0.7	-1	2.2	x	13	8
O=C(Nc1nonc1NC(=O)c1cccs1)c1cccs1	x	0.5	x	0.5	0	-2.7	1.0	-1	1
c1ccc(-c2ccccc2OCCOCCN2CCOCC2)cc1	1.4	-2.9	-1.8	0.8	9	0.1	2.1	-6	6
Cc1c(C)c2ccc(OCC(=O)Nc3ccc(N4CCC(C)CC4)cc3)cc2oc1=O	-0.3	-3.2	-0.2	-0.5	0	-3.7	1.2	-9	0
CCCCCCCCNc1nc(Cl)nc(NCc2ccco2)n1	x	-3.9	-0.3	-1.5	-1	x	x	0	0
CCNC(=O)COC(=O)C1CCC(=O)N(c2ccc(OC)cc2)C1c1ccc(OC)cc1 (configuration not stated)	-0.4	-4.7	i	-0.4	0	-5.1	x	-17	0

Later entries
SMILES	BioA inh	FadD28 FP inh	BH1578 lux ind	PfHsp40 yeast	Y pestis TopoI	UGM FP inh	TcdB GH inh	GDH-TPI inh	FBA Mtb inh
COc1ccccc1NC(=O)Cn1nc(C(F)(F)F)c2c1CCCC2	0.6	-3.4	i	0.5	11	1.7	x	13	-1
Cc1ccc(/C(N)=N/OC(=O)/C=C/c2ccccc2)cc1	0.1	-1.9	-0.5	0.6	8	0.3	x	2	0
Cc1[nH]c(=O)[nH]c(=O)c1/C=N/NC(=O)CCCCCNC(=O)OC(C)(C)C	x	-0.5	3.6	-0.2	-4	-0.1	0.5	11	5
CCCCc1ccc(N2C(=NC(=O)C3CCCO3)SC3CS(=O)(=O)CC32)cc1 (configuration not stated)	0.6	-1.6	-0.4	0.6	17	-1.5	-0.4	21	3
CCOC(=O)[C@H]1[C@H]2COc3ccc(OC)cc3[C@@H]2N2C(=O)[C@H](C)NC(=O)[C@@]12C	-0.1	-0.4	i	-0.9	2	-1.9	0.1	7	2
O=C(O)c1ccccc1N=Nc1ccc(O)cc1	0.4	-1.0	i	-1.8	4	-0.9	4.7	36*	-6
O=C(C1=C[C@@H]2[C@H]3C(=O)N(c4ccc(Cl)cc4)C(=O)[C@H]3[C@@H](C(=O)c3ccc(Cl)cc3)N2C=C1)c1ccccc1	x	-0.3	-0.3	-1.2	-3	-1.6	1.6	9	5
COc1ccc(-c2noc(-c3ccoc3C)n2)cc1OC	x	-0.8	-0.2	-0.5	7	1.7	0.2	-4	2
COc1cccc2c1[C@@H]1CN(CCCCn3c(=O)[nH]c4c(sc5ncc(-c6ccccc6)nc54)c3=O)C[C@@H]1CO2	-0.7	-3.1	i	-2.4	21	-4.4	0.8	14	-2
Cn1c(CCNC(=O)c2ccco2)nc2cc(NS(=O)(=O)c3ccc(Cl)cc3)ccc21	3.3	-4.2	-2.0	-0.2	6	-1.3	x	-9	1
Cn1c(SCc2nc3ccccc3s2)nnc1-c1ccc2c(c1)OCO2	x	-3.3	-0.5	1.9	21	2.7	x	1	0
Cc1cc(C)c(S(=O)(=O)N/N=C/c2ccc([N+](=O)[O-])o2)c(C)c1	-1.1	-2.9	i	-0.6	-2	2.0	1.9	1	0
CC[n+]1c(/C=C/N(C)c2ccccc2)oc2ccccc21	0.5	-1.3	-0.5	-2.2	-2	-2.8	-1.9	68*	-1
O=C(CSc1ncnc2scc(-c3ccccc3)c12)N1CCN(Cc2ccc3c(c2)OCO3)CC1	5.2	-2.8	-0.4	0.7	3	-0.5	-0.2	-6	-2
Cc1ccc(NC(=O)CC2OC(=O)c3ccccc32)cc1S(=O)(=O)N1CCOCC1 (configuration not stated)	1.1	0.5	-0.3	-2.4	-5	-1.8	0.2	2	3
O=C(COC(=O)c1c(Cl)cccc1Cl)NC1CCCCC1	x	0.4	i	0.6	0	-0.8	-0.1	4	1
COc1ccc(NC(=O)CCCc2ccccc2)cc1OC	-0.2	-1.3	0.0	0.5	4	-1.4	1.2	3	-1
Nc1ccc(NC(=S)Nc2ccccc2)cc1	x	-1.8	0.9	0.3	2	-4.4	0.2	-3	1
CN1C(=O)c2cccc3c(S(=O)(=O)NCCc4ccccc4)ccc1c23	4.4	x	-0.2	0.5	18	0.5	3.0	9	8

Taken from above:
COc1cccc(C(NC(C)=O)c2nc(/C=C/c3ccccc3)cs2)c1 (configuration not stated) – FBA Mtb inh: -1
COc1cccc(C(=O)Nc2ccc(NC(=O)C3CC=CCC3C(=O)O)cc2)c1 (configuration not stated) – FBA Mtb inh: -2
Cn1c(CCNC(=O)c2ccco2)nc2cc(NS(=O)(=O)c3ccc(Cl)cc3)ccc21 – FadD28 FP inh: -4.2
